mHTT-CaM PPI inh: mHTT-calmodulin interaction abrogation; AlphaScreen His-mHTT/GST-CaM binding, luminescence; inhibition, % at 15 µM; 190,000 compounds, 3.6% hits;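 note: 0% = both proteins with DMSO and 100% = one protein alone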
Pf apPOL inh: Pf-apPOL DNA polymerase inhibition. Recombinant Pf-apPOL, molecular beacon fluorescence, 1.5 h. inhibition, % at 10 µM. 210,000 compounds, 0.25% hits. AID 1794808
* = called active by the depositor; . = not tested or not shown; & = joins results of further samples; ! = repeats disagree. Cut-off read from the data, not from the text of the source: active = inhibition above about 50%; inactive = the rest.

Results follow in this order: mHTT-CaM PPI inh, Pf apPOL inh
N=c1c(S(=O)(=O)c2ccc(Cl)cc2)cc2c(=O)n3ccccc3nc2n1Cc1ccccc1
  -1.0, 3.5
N#CC1C(N)=NC(SCC(=O)Nc2nccs2)=C(C(N)=O)C12CCCCC2 (centres undefined)
  7.0, -0.5
COc1ccc(S(=O)(=O)N2CCC(C(=O)Nc3ccc(Br)cc3F)CC2)cc1
  6.7, -7.9
CC(=O)c1ccc(N(C(F)F)S(=O)(=O)c2ccc(Cl)cc2)cc1
  -20.0, -0.8
CCC(C)NC(=O)C1CCN(c2ccc(F)cc2C)C1=O (centres undefined)
  -3.5, -3.4
COc1ccc(C)cc1NC(=O)CN1C(=O)NC2(CCC(C(C)(C)C)CC2)C1=O (centres undefined)
  9.3, 2.1
Cc1cccc(C(=O)N(C)Cc2ccccc2)c1
  -7.0, 3.6
O=C(CSc1nc2c(c(=O)n1-c1ccc(F)cc1)SCC2)Nc1ccc2c(c1)OCO2
  8.0, -5.9
O=[N+]([O-])c1cc(-c2nc(-c3ccccc3)c(-c3ccccc3)[nH]2)c(O)c([N+](=O)[O-])c1
  1.0, -10.7
COCCNC(=O)C1CCN(c2nccc(C)n2)CC1
  -14.3, -0.5
COc1ccc(Cl)cc1NC(=O)Cn1nc([N+](=O)[O-])c(Cl)c1C
  -3.0, 1.3
CCCCC(=O)Nc1c(-c2ccccc2C)nc2cc(C)ccn12
  13.7, 2.6
Cc1nc(N2C(=O)C(O)=C(C(=O)c3cccs3)C2c2ccccc2F)sc1C (centres undefined)
  4.6, 3.0
CCCCN(CC)S(=O)(=O)N1CCC(C(=O)NCc2ccc(F)cc2)CC1
  -2.0, -16.3
CCN(CC)C(=O)C1CN(C(=O)c2ccccc2)CC1c1ccccc1 (centres undefined)
  20.3, -0.1
COc1ccc(CCn2cnc3sc4c(c3c2=N)CCCC4)cc1OC
  5.0&5.0, -4.6&-1.3
CN1[C@H](Cc2ccccc2)COc2cc(N3CCSCC3)ccc2S1(=O)=O
  -3.9, -4.9
Cc1cc(OCC(=O)Nc2ccc(Cl)cn2)ccc1Cl
  -7.0, -5.5
c1ccc(-c2n[nH]c(C3CCCN(Cc4ccoc4)C3)n2)cc1 (centres undefined)
  4.6, 5.1
NC(=S)c1ccc(F)cc1
  ., -17.1
COCCNC(=O)c1ccccc1N(Cc1ccccc1)S(=O)(=O)c1ccccc1
  8.8, 7.1
COc1cc(NC(=O)N2CCOc3ccc(C)cc32)cc(OC)c1OC
  7.5, -6.7
Cc1ccc(NC(=O)CSc2nncn2C)cc1NC(=O)CSc1nncn1C
  4.0, 2.9
COc1ccc([N+](=O)[O-])cc1NS(=O)(=O)Cc1ccccc1
  0.4, -0.3
Cc1nc(NCCNS(=O)(=O)c2ccc(Cl)c(Cl)c2)cc(N2CCOCC2)n1
  -12.8, -7.5
O=C(O)Cn1c(SCCOc2ccccc2)nc2ccccc21
  3.0&-7.1, -1.6&-5.1
S=C(SCc1cc(Cl)cc2c1OCOC2)N1CCSCC1
  ., -8.1
CCC(=O)N1CCc2cc(Br)cc(S(=O)(=O)NCc3ccc(OC)cc3)c21
  1.0, -4.1
COc1cc(OC)c(OC)cc1/C=C1/N=C(c2cccc(Cl)c2Cl)OC1=O
  -1.0, 8.0
Cc1ccccc1/C=C1\Sc2ccccc2N(CC(=O)NCCC(C)C)C1=O
  -8.0, -15.0
O=C(Nc1nc2c(s1)COCC2)c1cc(-c2ccco2)on1
  -1.4, 25.8
Cc1ccccc1NC(=O)O[C@H]1CCC12CCCCC2
  -67.4, -5.1
Cc1cccc2nnc(N3CCCC(C(=O)NCc4ccc(N5CCOCC5)cc4)C3)n12 (centres undefined)
  19.3, -2.3
COc1ccc(N=C(N)C(C#N)=Cc2[nH]c3ccccc3c2O)cc1
  69.0*, 2.5
Cc1sc(NC(=O)Cc2ccc([N+](=O)[O-])cc2)c(C(N)=O)c1C
  5.8, -6.3
O=C(c1ccc2c(c1)OCO2)N1CCC(Nc2ncnc3c2CCC3)C1 (centres undefined)
  -6.2, -3.1
COc1ccc(N2CCN(C(=O)c3ccnc(-c4cccs4)c3)CC2)cc1
  50.0*, -1.7
O=C(CN1C(=O)NC2(CCCCC2)C1=O)Nc1cccc(F)c1
  0.7, 1.0
Cc1nn(S(=O)(=O)c2cc(C(F)(F)F)cc(C(F)(F)F)c2)cc1-c1ccccc1
  ., 3.3
CC(C)C(=O)NCc1csc(C2CCCN(C(=O)c3ccco3)C2)n1 (centres undefined)
  -0.9, -4.8
CCc1c(O)c2c(=O)n(C)c(=O)n(C)c2n(C)c1=O
  ., -14.0
COCc1cc(C)nc2sc(C(=O)N(Cc3ccccc3)Cc3ccccc3)c(N)c12
  -17.0, -1.3
Cn1nc(-c2nc(-c3cccc(F)c3)no2)c2c1CCN(C(=O)c1cccc(F)c1)C2
  4.1, -5.6
O=S(=O)(c1cccc(Cl)c1)N1CCC(c2ccncc2)CC1
  10.6, -4.2
O=C(CSc1nnc(-c2ccco2)n1-c1ccccc1)Nc1ccc(F)cc1
  11.2, -29.9
Cc1cc(C)cc(N2C=C(C(=O)N3CCCC3)S(=O)(=O)c3ccccc32)c1
  4.8, 0.4
Cc1ccc2nc3c(c(N)c2c1)CCN3c1ccccc1
  6.4, -2.3
COc1ccc(-c2c(C)c3ccc(OCC(C)=O)cc3oc2=O)cc1OC
  -6.8, -7.8
COc1ccc(Nc2nc(N3CCC(C(N)=O)CC3)nc(C)c2[N+](=O)[O-])cc1
  -10.5, -0.4
CCc1nnc(NC(=O)c2cc(-c3cccc(OC)c3)nc3ccccc23)s1
  0.5, -1.7
Cc1[nH]c(=O)[nH]c(=O)c1S(=O)(=O)N1CCCC(C(=O)Nc2cccc(F)c2)C1 (centres undefined)
  -3.0, -7.7
O=C(Nc1ccc(S(=O)(=O)Nc2nccs2)cc1)c1cnc2n(c1=O)CCS2
  3.0, -5.3
CCN1/C(=c2\sc3nc4ccccc4n3c2=O)C=Cc2cc(C)ccc21
  -7.0, -0.4
COc1cc2c(C(=O)NCCCN3CCN(C)CC3)cn(C)c(=O)c2cc1OC
  -3.0, -4.6
O=C(c1cccc(F)c1)N1CCC(N2CCC(C(=O)N3CCOCC3)CC2)CC1
  2.8, -0.5
Cc1cc(C)c(C#N)c(SCC(=O)Nc2c(Cl)cccc2Cl)n1
  1.0, 6.9
CC(=O)C=C(NCCNC(=CC(C)=O)c1ccccc1)c1ccccc1
  ., 1.7
CCN(CC)S(=O)(=O)c1cc(C(=O)Nc2cccnc2)ccc1Br
  4.9, -15.3
O=C(Nc1cccc(Cl)c1)C1CC1c1ccccc1 (centres undefined)
  -19.7, -5.2
CSc1ccc(/C=c2\sc3nc(-c4ccccc4)nn3c2=O)cc1
  4.0, 10.2

In a second layout: four of the compounds above.
> COc1ccc(N2CCN(C(=O)c3ccnc(-c4cccs4)c3)CC2)cc1
  mHTT-CaM PPI inh: 50.0*
  Pf apPOL inh: -1.7
> O=C(CN1C(=O)NC2(CCCCC2)C1=O)Nc1cccc(F)c1
  mHTT-CaM PPI inh: 0.7
  Pf apPOL inh: 1.0
> Cc1nn(S(=O)(=O)c2cc(C(F)(F)F)cc(C(F)(F)F)c2)cc1-c1ccccc1
  mHTT-CaM PPI inh: .
  Pf apPOL inh: 3.3
> CC(C)C(=O)NCc1csc(C2CCCN(C(=O)c3ccco3)C2)n1 (centres undefined)
  mHTT-CaM PPI inh: -0.9
  Pf apPOL inh: -4.8

More compounds.
Results follow in this order: mHTT-CaM PPI inh, Pf apPOL inh
Cc1nc2c(oc3nc(-c4ccoc4)c4c(c32)CC(C)(C)OC4)c(-c2ccccc2)c1C(=O)O
  74.0*!, -6.7&-1.8
CCCc1nc2sc(C)c(C)c2c(=O)n1N
  0.7, 0.0
O=C(NCc1cccnc1)C1CCC(c2ccc(F)cc2)N(C(=O)c2ccccc2)C1 (centres undefined)
  22.9, -3.3
CN(c1ccccc1)S(=O)(=O)c1ccc(C(=O)Nc2nccs2)cc1
  -22.9, -3.5
Cc1c(C(=O)NC2CCCC2)oc2ccc(S(=O)(=O)N3CCC(C)CC3)cc12
  -3.0, -4.7
CSc1ccc(S(=O)(=O)NCc2cccnc2)cc1
  2.6, -3.9
COc1ccc(NS(=O)(=O)c2ccc(NC(=O)c3cccnc3)cc2)nn1
  -12.0, 0.1
Cc1sc2c(=O)n3c(nc2c1C(=O)NCCc1ccccc1)CCCCC3
  -3.2, -4.4
CNC(=O)C1CCCN(c2nnc3ccc(C(F)(F)F)cn23)C1 (centres undefined)
  -3.1, 3.3
COc1cc(NC(=O)COc2cc(C)ccc2C)c(OC)cc1Cl
  -0.2, -12.3
CCC1c2ccc(C)n2CCN1C(=O)Nc1ccc(C)cc1C (centres undefined)
  4.2, 3.9
COc1ccc(CC(=O)NCCOc2cc(C)cc(C)c2)cc1
  -22.2, -7.5
CC(C)c1ccc(N2CCN(CC(=O)NC3CCN(Cc4ccccc4)CC3)C2=O)cc1
  3.6, -12.1
Cc1ccc2[nH]c(C)c(CN3CCOCC3)c(=O)c2c1
  -2.2, 2.5
CCCn1cc(C2=CCN(C(=O)NC3CCCCC3)CC2)c2cccnc21
  22.7, 1.0
Cc1ccc(CNC(=O)c2cnn3c4c(cnc23)CC(C)CC4)cc1 (centres undefined)
  10.0, -1.3
CCOC(=O)C1CCN(C(=O)C2CCN(c3nnc(-c4ccc(OC)cc4)o3)CC2)CC1
  16.3, -3.6
Cc1cccc(C)c1N1CCC(C(=O)NCc2ccc3c(c2)OCO3)C1=O (centres undefined)
  -3.8, -4.0
CC1(O)NC(C(C#N)C#N)=C(C#N)C(c2ccc(F)cc2)C1[n+]1ccccc1 (centres undefined)
  0.0, -2.2
CC(C)N(Cc1ccccc1)CN1C(=O)C2(OCCCO2)c2ccccc21
  -1.0, -7.9
O=C(CCSc1ccccc1)N1CCCC(c2nnc(-c3cccs3)o2)C1 (centres undefined)
  -16.1, -7.2
Cc1ccc(C(=O)C=CNc2ccc(Cl)cn2)cc1
  -3.0, 3.0
COc1ccc(-c2cc3nc4c(c(=O)n3[nH]2)CN(C(=O)c2ccccc2Cl)CC4)cc1
  62.5*, 7.4
CCN(c1ccccc1)S(=O)(=O)c1ccc2nnc(C)n2c1
  -1.4, -1.9
Cc1ccc(-n2nc(-c3ccc(OC(F)(F)F)cc3)cc2N)cc1C
  ., 0.0&-5.5
CCC(CC)C(=O)Nc1ccc(Br)cc1F
  -9.3, -7.2
c1ccc2c(c1)c1ccccc1n2CN1CCOCC1
  -1.0, 0.4
COc1cccc(CNC(=O)c2ccc3c(c2)nc2n3CCCC2)c1OC
  0.7, 3.1
CC(C)C1(CCNCc2ccc3c(c2)OCO3)CCOC(C)(C)C1 (centres undefined)
  -1.8, -1.5
CC(=O)c1cccc(NC(=O)Cn2cc3c(n2)CCCCC3)c1
  -0.2, -5.1
COc1ccc(Cc2nc3c4cnn(C)c4ncn3n2)cc1
  -3.0, -6.0
O=C(Nc1c2c(nn1-c1ccc([N+](=O)[O-])cc1)CSC2)c1cc(Cl)ccc1Cl
  11.0, -83.9
COc1ccccc1CNc1ccc2c(c1)ncn2-c1ccccc1OC
  62.0*, 0.6
Cc1cc(C)cc(C(=O)N2CCCC(C(=O)NCCN(C)C)C2)c1 (centres undefined)
  -2.0, 5.6
COc1cccc(C2C(C(=O)Nc3ccc(C)cn3)=C(C)NC3=C2C(=O)CCC3)c1OC (centres undefined)
  8.0, 1.0
CCN(CC)Cc1c(O)ccc2c(=O)c(-c3ccc(OC)c(OC)c3)coc12
  -2.9, -6.0
O=C(COc1ccc(F)cc1)Nc1cc(F)c2[nH]c(=O)ccc2c1
  -6.5, 4.5
COc1ccc(CNS(=O)(=O)c2ccc3[nH]c(=O)sc3c2)c(OC)c1
  -5.0, -1.7
CC1=CC(=O)C(C(C)C)=CC1=NC(=O)c1ccc(C)cc1
  60.0*, -1.0
CS(=O)(=O)N1CCCc2ccccc21
  -7.9, -1.7
COc1cccc2cc(C(=O)Nc3nccs3)c(=Nc3cc(C)ccc3C)oc12
  -2.0, -5.4
CCCCSC1=C(C#N)C(c2ccc(OC)cc2)C2=C(CC(C)(C)CC2=O)N1 (centres undefined)
  2.0, -6.5
Cc1cc(C)cc(S(=O)(=O)N2CCC(c3nc(C(=O)N4CCCC4)c(C)o3)CC2)c1
  20.1, -1.3
COCCNC(=O)c1nn2c(c1Br)NC(c1ccccc1)CC2C(F)(F)F (centres undefined)
  5.0, 5.0
CC(=O)N1CCC(N2CCCC(c3nc(-c4ccccc4)n[nH]3)C2)CC1 (centres undefined)
  -3.5, 3.0
Cc1cc(C)cc(N2CCC(NC(=O)Nc3ccccc3)C2=O)c1 (centres undefined)
  -9.7, -2.0
FC(F)(F)c1ccc(-c2nnc(SCc3ccncc3)n2Cc2ccco2)cc1
  ., -10.8
Cc1ccc(C(=O)N/C(=C/c2ccc3c(c2)OCO3)C(=O)NC(C)C(=O)O)cc1 (centres undefined)
  6.0, -3.4
O=c1ssc(=NCc2ccccc2)n1Cc1ccccc1
  ., -3.0
Cc1nc(NC(=O)Nc2ccc(Cl)cc2)sc1CC(Cl)(Cl)Cl
  0.0, 4.5
O=C(O[n+]1ccc(N2CCOCC2)cc1)N1CCCCC1
  3.0, 2.9
NC(=O)c1sc2nc(-c3ccccc3)ccc2c1N
  3.0, -3.9
O=C(Nc1cc(F)ccc1F)N1CCc2nc[nH]c2C1
  -5.5, -3.0
Cc1nc2ccccn2c1-c1csc(N)n1
  -0.7, .
COc1ccccc1CN1C(=O)CN(C2CCCC2)C(=O)C1c1ccc(F)cc1 (centres undefined)
  33.0, -7.1

Source: PubChem BioAssay (University of Kansas High Throughput Screening Laboratory)

A portion of the library; the hit share may differ from the screen's.
